Bioassay records deposited in PubChem BioAssay by several laboratories.
MDM2 E3 inh: MDM2-luciferase reporter signal enhancers, primary screen, MDM2 E3 ligase inhibitor project, cell-based, luminescence, 1536-well; E3 ubiquitin-protein ligase Mdm2 (Homo sapiens), Q00987; signal enhancement, % at 5 µM; cell-based MDM2 ubiquitination luciferase reporter, 2 h; 0 = plate control, 100 = twice control, blank-subtracted; hit rate 0.11% among 210,000;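 active = signal enhancement of 30% or more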;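 also: luminescence tracks abundance of the self-degrading MDM2-luciferase fusion protein; higher signal means inhibition of MDM2 E3 ligase activity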
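Timing – 2 h compound exposure at 37 °C · Assay system – mammalian cells stably expressing self-ubiquitinating, self-degrading MDM2 E3–luciferase fusion · Amount – 2000 cells seeded into each well · Measure – % luminescence enhancement versus blank-corrected plate control mean · Measured by – SteadyLite luminescence, 15 min reagent step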
TNF necrop inh: inhibitors of TNF-alpha triggered necroptosis, primary screen, cell-based, Jurkat FADD-/-, single concentration | AID 463075, 2010 | hit rate 0.068% among 220,000 | Jurkat FADD-/- TNF necroptosis rescue, ATP luminescence, 24 h; 0 = TNF only, 100 = no-TNF cells | activation (protection from cell death), % at 10 µM;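 active = activation, meaning protection from cell death, of at least 50% relative to plate controls; inactive = activation below 50%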;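 also: necroptosis triggered by 40 ng/mL TNF-alpha added together with compound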
EBV gp42 block: Epstein-Barr virus gp42 inhibitors, primary screen, biochemical, uHTS, fluorescence polarization | Glycoprotein 42 (Epstein-Barr virus (strain AG876)), Q1HVG2 | hit rate 0.42% among 220,000 | inhibition, % (tested at 21.74 µM) | AID 1085, 2008 | Fluorescence polarization binding assay, mP read-out; in the data active = inhibition above about 50%
Calpain2 inh: inhibitors of pig calpain II, primary screen, biochemical, fluorogenic peptide substrate, 1536-well | AID 1236, 2008 | inhibition, % at 16 µM | hit rate 0.37% among 220,000 | purified calpain II, 30 min;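 active = inhibition above about 50%, limit read from the data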
KCC2 mod: KCC2 cotransporter modulators, thallium flux, primary screen, cell-based, HEK293 KCC2, FluoZin-2 fluorescence, MLSMR. KCC2 cells, thallium flux FluoZin-2 fluorescence. B-score of Tl+ flux slope (higher = more flux/activation; lower = inhibition) at 10 µM. hit rate 2.2% among 190,000. AID 1456, 2008;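 active = thallium flux slope and its plate-corrected score both differing from the plate sample mean at a set confidence after two filtering rounds, in either direction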;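 also: slope of fluorescence scaled to starting intensity during 10 to 20 s after thallium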
eIF4E-4G inh: eIF4E–eIF4G protein interaction inhibitors, primary screen, biochemical, uHTS, TR-FRET, eIF4GI fragment; Eukaryotic translation initiation factor 4E (Mus musculus) + Eukaryotic translation …; TR-FRET eIF4E-eIF4GI(517-606) binding, 2 h; inhibition, % at 21.7 µM; hit rate 0.37% among 220,000; AID 782, 2007;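 active = inhibition above about 30%, limit read from the data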;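 also: 0% = full FRET control wells and 100% = background wells lacking eIF4GI fragment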
Target sequence (P63073 whole entry, looked up, the tested form may be a part): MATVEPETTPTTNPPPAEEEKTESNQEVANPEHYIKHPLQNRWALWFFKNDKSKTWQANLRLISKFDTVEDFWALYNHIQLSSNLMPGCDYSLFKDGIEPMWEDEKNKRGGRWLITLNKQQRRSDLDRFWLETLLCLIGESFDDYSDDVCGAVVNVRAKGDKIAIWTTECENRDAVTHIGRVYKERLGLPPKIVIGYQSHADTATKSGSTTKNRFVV
Target sequence (Q04637 whole entry, looked up, the tested form may be a part): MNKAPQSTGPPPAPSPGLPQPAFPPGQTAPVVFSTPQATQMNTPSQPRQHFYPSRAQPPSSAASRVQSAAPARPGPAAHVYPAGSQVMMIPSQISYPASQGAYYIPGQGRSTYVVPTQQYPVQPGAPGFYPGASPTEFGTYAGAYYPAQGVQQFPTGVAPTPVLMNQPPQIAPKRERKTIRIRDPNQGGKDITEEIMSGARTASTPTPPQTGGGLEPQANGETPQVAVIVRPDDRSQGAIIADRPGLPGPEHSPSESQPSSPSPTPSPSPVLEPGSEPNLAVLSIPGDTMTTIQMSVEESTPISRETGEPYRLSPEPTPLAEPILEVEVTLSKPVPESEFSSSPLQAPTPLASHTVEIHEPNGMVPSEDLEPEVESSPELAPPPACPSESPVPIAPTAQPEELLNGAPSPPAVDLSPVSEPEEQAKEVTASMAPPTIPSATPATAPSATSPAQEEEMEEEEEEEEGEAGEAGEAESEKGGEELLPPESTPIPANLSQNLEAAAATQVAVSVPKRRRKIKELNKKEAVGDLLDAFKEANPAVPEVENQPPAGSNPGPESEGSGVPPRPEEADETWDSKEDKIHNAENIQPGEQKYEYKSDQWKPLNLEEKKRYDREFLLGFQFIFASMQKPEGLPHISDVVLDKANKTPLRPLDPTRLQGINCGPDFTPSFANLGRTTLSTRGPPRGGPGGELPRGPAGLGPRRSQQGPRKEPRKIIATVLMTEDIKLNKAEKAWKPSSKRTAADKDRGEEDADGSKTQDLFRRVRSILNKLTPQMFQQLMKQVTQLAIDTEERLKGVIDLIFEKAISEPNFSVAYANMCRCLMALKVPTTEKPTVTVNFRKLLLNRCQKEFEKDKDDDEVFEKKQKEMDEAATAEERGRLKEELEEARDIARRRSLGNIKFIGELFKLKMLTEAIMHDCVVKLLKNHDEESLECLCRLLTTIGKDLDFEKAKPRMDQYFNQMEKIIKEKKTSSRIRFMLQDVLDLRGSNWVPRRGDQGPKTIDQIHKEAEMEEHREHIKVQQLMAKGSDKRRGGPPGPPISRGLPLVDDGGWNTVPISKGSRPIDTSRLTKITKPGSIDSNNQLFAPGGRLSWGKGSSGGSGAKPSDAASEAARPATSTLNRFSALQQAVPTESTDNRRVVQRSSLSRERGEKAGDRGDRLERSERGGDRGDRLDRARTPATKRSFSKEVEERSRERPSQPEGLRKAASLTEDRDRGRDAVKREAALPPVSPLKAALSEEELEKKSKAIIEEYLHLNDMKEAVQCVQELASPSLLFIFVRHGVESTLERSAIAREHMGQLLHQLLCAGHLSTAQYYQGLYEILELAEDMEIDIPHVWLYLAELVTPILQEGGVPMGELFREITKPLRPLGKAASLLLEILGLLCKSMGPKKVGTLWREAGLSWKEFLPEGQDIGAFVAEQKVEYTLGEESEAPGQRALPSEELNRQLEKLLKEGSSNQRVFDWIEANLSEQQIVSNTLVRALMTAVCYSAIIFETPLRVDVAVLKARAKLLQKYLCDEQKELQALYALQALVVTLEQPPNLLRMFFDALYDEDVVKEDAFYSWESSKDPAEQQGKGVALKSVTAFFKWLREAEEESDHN
zVAD death inh: inhibitors of zVAD-triggered necroptosis, primary screen, L929 cells | AID 1377, 2008 | L929 zVAD necroptosis rescue, ATP luminescence, 24 h; with zVAD 60 µM | viability rescue, % at 10 µM | hit rate 0.38% among 220,000;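 active = activation, scaled between plate controls, above about 75%, limit read from the data; inactive = activation under that limit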;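 also: 0% = zVAD with DMSO and 100% = DMSO alone without zVAD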
PERK inhibitor: block of dimerizer-induced PERK translation repression, primary screen, PERK inhibitor project, CHO PERK-DD cells, SEAP luminescence, HTS | Eukaryotic translation initiation factor 2-alpha kinase 3 (Homo sapiens), Q9NZJ5 | CHO PERK-DD fusion, SEAP luminescence translation reporter | inhibition, % at 5.6 µM | hit rate 0.17% among 220,000;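 active = inhibition above the mean inhibition of all tested compounds plus 3 SD, set separately per screening campaign, cut at about 2.9% in these data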;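 also: PERK kinase domain activated by AP20187 dimerizer at 100 nM; 0% = DMSO with dimerizer and 100% = rapamycin at 8.4 µM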
Rad51 HR inh: human RAD51 strand exchange inhibitors, primary screen, biochemical, fluorescence | DNA repair protein RAD51 homolog 1 (Homo sapiens), Q06609 | hRad51 DNA strand exchange, fluorescence dequenching | inhibition, % at 10 µM | hit rate 0.085% among 200,000 | AID 1385, 2008;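 active = inhibition above 40% at the single screening dose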;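 also: 0% = DMSO control wells and 100% = blanks with heterologous ssDNA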
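material = hRad51 filaments on single-stranded DNA | timing = filaments 15 min 37 °C, then compound 30 min | signal = FRET fluorescence dequenching, excitation 485 nm, emission 520 nm | benchmarks = control wells and blank wells on each plate | evaluation = percent inhibition relative to plate controls and blanks | compound = 10 µM final, single point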
* marks the source's active call; other numbers are inactive results; / = not tested or not shown; [ ] = dose if it differs, or a comment.

Order of values: MDM2 E3 inh	TNF necrop inh	EBV gp42 block	Calpain2 inh	KCC2 mod	eIF4E-4G inh	zVAD death inh	PERK inhibitor	Rad51 HR inh
O=C(OCC(=O)N1CCCC1)c1cc(Br)ccc1Cl
    -11	0.2	-23	-25	0.59	5	0.0	0.7	12
O=C(N/N=C/c1ccc([N+](=O)[O-])o1)c1cc(-c2ccncc2)nc2ccccc12
    -16	-23	-6	-7	-0.18	-1	0.7	-0.9	-8
C=CCNC(=O)c1ccccc1NC(=O)c1ccc(Cl)c(S(=O)(=O)Nc2ccccc2)c1
    -2	-3.6	0	-32	/	-5	0.8	-1.1	-5
CC(C)(C)c1ccc(-c2noc(-c3ccc4c(c3)CCO4)n2)cc1
    -7	0.1	-18	-17	0.61	3	0.9	0.8	20
Cc1ccnc(NC(=O)CCCOc2cc(=O)n(C)c3ccccc23)c1
    -26	-1.7	-5	-4	-0.094	3	62	0.2	-2
COc1ccc2c(c1)C(=NNC(=O)c1ccccn1)c1cc(OC)ccc1-2
    -14	-5.7	-5	-99	-0.7	0	23	1.9	-21
CC(C)(C)Cc1nnc(NS(=O)(=O)c2ccccc2)s1
    5	0.2	6	-25	0.15	-1	2.7	0.9	-4
Cc1cccc(NC(=S)N2CCN(S(=O)(=O)c3cccc(F)c3)CC2)c1
    -12	1.8	6	7	-0.011	2	4.0	1.2	5
Cn1c(=O)c2c(ncn2CC(=O)Nc2nnc(Cc3ccccc3)s2)n(C)c1=O
    -12	0.0	-28	-8	-0.76	0	1.1	0.5	5
CCn1cc(C(=O)OCc2ccc(F)cc2)c(=O)c2ccc(C)nc21
    -10	-0.9	1	10	/	11	0.4	-1.5	1
O=C1c2ccccc2C(=O)N1CSc1nnc2c3ccccc3n(CCc3ccccc3)c2n1
    -20	1.1	-9	-9	-1.3	-3	-0.6	0.0	3
N#CCc1nc2c3c4c(sc3ncn2n1)CCCC4
    -15	-0.8	-4	11	/	3	0.6	-0.9	/
O=C(CSc1nnc(-c2ccc3c(c2)OCO3)o1)Nc1ncc(Cl)cc1Cl
    -20	-0.7	-6	7	0.23	0	0.1	0.4	-13
C/C(=C1\SC(N2CCOCC2)=NC1=O)c1ccc(C)cc1
    -6	-1.9	-13	-2	/	1	-0.1	-0.1	/
CCN1CCN(C(c2ccc(F)cc2)c2nnnn2Cc2cccs2)CC1 (configuration not stated)
    -4	0.8	-12	-12	0.096	0[fluorescence artefact?]	0.1	0.1	-10
Nc1nnc(SCC(=O)OCC(=O)Nc2ccccc2F)s1
    0	2.0	0	-11	-0.043	0	3.3	0.6	12
CC1CCN(C(=O)CCc2ccc(S(=O)(=O)NC(C)C)cc2)CC1
    -15	-0.5	-1	10	0.58	0	0.0	0.0	7
CCn1c(NCc2ccccc2NS(=O)(=O)c2ccc(C)cc2)nc2ccccc21
    4	2.7	13	26	-0.88	8	0.8	-0.3	-1
COCCn1c(SCC(=O)N2CCc3ccccc3C2)nc2ccccc2c1=O
    8	1.5	-2	13	-0.77	1	-0.3	0.1	-9
O=C(COC(=O)c1ccc[nH]c1=O)Nc1cc(S(=O)(=O)N2CCCCC2)ccc1Cl
    /	1.1	-6	-4	0.75	1	-0.6	0.2	/
O=C(CSc1nnc(SCc2ccc(Cl)cc2)s1)N/N=C/c1ccc(Cl)cc1Cl
    -7	0.3	-16	-12	-1.5	1	1.3	1.4	14
CN(C)Cc1nc2c([nH]1)c(=O)n(C)c(=O)n2C
    -13	1.4	-13	-8	-0.57	-1	0.4	0.5	5
Cc1ccc(C2=N/C(=C\c3cccs3)C(=O)N2Nc2ccccc2)cc1
    -1	-8.9	-17	-37	0.74	3	0.4	0.2	11
COc1cc(S(=O)(=O)Nc2c(C)cc(C)cc2C)ccc1Cl
    -2	2.0	-12	-14	-0.12	-14[fluorescence artefact?]	1.2	-1.4	-2
C=C(C)C1CCC(C)=C1CC(C)(C)/C=N\n1cnnc1 (configuration not stated)
    -12	-2.6	6	-8	-0.41	-2	-0.4	0.5	3
Nc1ccn(-c2ccccc2)c(=O)c1
    -3	-1.0	-14	-5	1.2	4[fluorescence artefact?]	-0.3	-0.1	-6
COc1cc(C(=O)Nc2nccs2)cc(OC)c1OC
    -14	0.0	-7	-43	0.13	3[fluorescence artefact?]	0.1	-0.2	3
Cc1nn(CC(=O)OCC(=O)Nc2c(C(C)C)cccc2C(C)C)c(C)c1[N+](=O)[O-]
    0	1.6	-13	-10	1.1	0	-0.7	0.0	-3
COc1ccccc1/C=C1\Cc2ccccc2C1=O
    -9	-1.3	-4	-44	-0.93	0	0.4	1.1	/
COC(=O)c1c(C)oc(C)c1S(=O)(=O)NCc1ccc(OC)cc1
    3	1.4	-3	-16	0.46	-2	-0.2	0.5	/
COc1ccc(CCn2c(C3CCCCC3)nc3c(c(=O)c4ccccc4n3C)c2=O)cc1
    1	-14	-22	-17	-0.46	2	0.9	-1.6	6
Cc1ccc(C(=O)Oc2cccc(NC(=O)c3ccccc3)c2)cc1C
    -7	0.4	-3	23	-0.16	-2	0.8	1.2	4
Cn1c(C(=O)NCCN2CCN(Cc3ccccc3)CC2)cc2c(=O)n(C)c3ccccc3c21
    -28	-3.2	-14	11	-0.37	-18	2.3	/	2
CN(C)c1ccc(N=Cc2nc(-c3ccccc3)oc2OC(=O)c2cccc(Br)c2)cc1
    -6	-0.7	-2	-14	0.66	-8	1.0	0.3	-85
O=C(Nc1ccc(Cl)cc1)N1CCCN(Cc2ccccc2F)C1
    -25	1.6	-16	-3	1.3	-2	-0.7	-0.3	/
COc1ccc2c(c1OC)C(=O)OC2Nc1ccccn1 (configuration not stated)
    -1	-0.7	-13	-24	0.034	1	0.1	0.1	3
Cc1ccc(/C=C/C(=O)NCCCc2ccccc2)cc1
    -12	2.2	-9	-5	-1.1	-3	0.6	-0.8	-5
CSc1ccc(CN(C)C(C)C(=O)Nc2ccc(F)c(F)c2F)cc1 (configuration not stated)
    -2	1.7	-17	-20	0.021	3	1.8	0.5	12
O=C(NCCCNc1ccc(C(F)(F)F)cc1[N+](=O)[O-])c1ccc(Cl)cc1
    -11	-0.7	-10	-10	/	5[fluorescence artefact?]	0.0	2.2	7
Cc1ccc(C)c(NC(=S)N2CCN(c3cccc(C(F)(F)F)c3)CC2)c1
    -7	-2.8	-11	3	0.7	2[fluorescence artefact?]	0.6	0.9	5
CN(Cc1ccccc1)C(=O)c1c[nH]c2ccc(S(=O)(=O)N3CCOCC3)cc2c1=O
    -4	2.9	20	-84	0.14	6	/	0.2	/
O=C(NC1CCCC1)c1ccc(Br)s1
    -8	1.9	-12	-1	0.0074	1	2.9	0.8	1
CCOC(=O)c1c(NC(=O)CSc2nnc(-c3c[nH]c4ccccc34)n2CC)sc2c1CCCC2
    /	4.0	3	-49	-0.09	-2	/	0.8	7
COc1cc(C(=O)NCCSc2ccc(Br)cc2)cc(OC)c1OC
    -1	1.1	3	19	-0.98	2	5.6	0.3	-25
CCOC(=O)c1c(-c2ccc(C)o2)csc1NC(=S)NC(=O)c1ccccc1Br
    6	-1.1	-6	-12	/	3	0.0	-0.1	2

Continuation:
molecule	MDM2 E3 inh	TNF necrop inh	EBV gp42 block	Calpain2 inh	KCC2 mod	eIF4E-4G inh	zVAD death inh	PERK inhibitor	Rad51 HR inh
CC#CCCCC(=O)Nc1ccc(C(=O)O)cc1	-25	0.4	8	11	/	6	-0.1	1.2	0
CSc1cccc(NC(=S)N(CCCN2CCCC(C)C2)Cc2cccs2)c1 (configuration not stated)	-16	2.4	4	5	0.36	-2	-1.5	0.0	1
O=C(Nc1cc(C(F)(F)F)ccc1Cl)c1cc2nc3c(c(C(F)(F)F)n2n1)CCCC3	-7	3.2	-40	-166	-1	-7	0.3	0.3	9
O=[N+]([O-])c1ccc(N2CCN(CCO)CC2)cc1Sc1nc2ccccc2[nH]1	2	-8.5	0	1	0.13	-9	0.6	-0.5	/
CC(=O)c1cccc(NC(=O)/C=C/c2ccc([N+](=O)[O-])s2)c1	22	-6.1	-24	3	-0.44	-7	22	0.6	-8
Cc1ccnc(NC(=O)CCc2c(C)nc3ncnn3c2C)c1	-9	-2.2	-17	-15	/	11	0.3	-1.0	3
CSc1ccc(Cl)c(C(=O)NC2CCCC2)c1	-12	1.9	-2	-1	-0.14	-8	0.2	0.2	-1
Cc1nnc(SCC(=O)NC2CCCCC2)s1	-10	1.1	-19	15	-0.12	2	1.4	0.4	-16
Cc1cc(Cl)ccc1NC(=O)Cn1cncn1	-23	2.8	-5	-13	/	0	2.0	0.3	-17
Cc1nnc(Sc2cc(C(=O)NCc3ccco3)c3ccccc3n2)s1	-13	0.0	1	-14	-0.089	10	97*	-1.1	3
CC(=O)c1ccc(Sc2nnnn2-c2ccccc2)c([N+](=O)[O-])c1	-9	-1.7	-3	-6	-0.28	4	-1.2	0.9	/

An excerpt of these results, as labelled records:
Cc1ccnc(NC(=O)CCc2c(C)nc3ncnn3c2C)c1
- MDM2 E3 inh = -9
- TNF necrop inh = -2.2
- EBV gp42 block = -17
- Calpain2 inh = -15
- KCC2 mod = /
- eIF4E-4G inh = 11
- zVAD death inh = 0.3
- PERK inhibitor = -1.0
- Rad51 HR inh = 3

Cc1nnc(SCC(=O)NC2CCCCC2)s1
- MDM2 E3 inh = -10
- TNF necrop inh = 1.1
- EBV gp42 block = -19
- Calpain2 inh = 15
- KCC2 mod = -0.12
- eIF4E-4G inh = 2
- zVAD death inh = 1.4
- PERK inhibitor = 0.4
- Rad51 HR inh = -16

Cc1nnc(Sc2cc(C(=O)NCc3ccco3)c3ccccc3n2)s1
- MDM2 E3 inh = -13
- TNF necrop inh = 0.0
- EBV gp42 block = 1
- Calpain2 inh = -14
- KCC2 mod = -0.089
- eIF4E-4G inh = 10
- zVAD death inh = 97*
- PERK inhibitor = -1.1
- Rad51 HR inh = 3
